# SENP1 FRET inh = blocks the human SENP1 SUMO protease catalytic domain; 360,000 tested, 0.21% active; recombinant SENP1 catalytic domain, CyPet-SUMO1-YPet FRET cleavage; inhibition, % at 10 µM; AID 624204;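 active means inhibition at least 30% at 10 µM, raw YFP signal under a set limit, fluorescence ratio 0.5 to 1.5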;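 further: 0% = enzyme with DMSO and 100% = no enzyme wells; some results filed as inactive read as strong as hits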
#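 Material – human SENP1 catalytic domain · Input – SENP1 enzyme, 20 pM final · Compound dosing – single concentration of 10 µM compound, 0.5% DMSO final · Timing – enzyme reaction for 50 min at room temperature, dark · Measured by – FRET fluorescence in CFP and YFP emission channels · Control set – no-enzyme wells low, DMSO-plus-enzyme wells high control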
# hIAP act = increases human intestinal alkaline phosphatase activity. P09923. purified human IAP, CDP-Star luminescence, 30 min; active compounds read high; 1 = vehicle-only enzyme, 0 = enzyme-free background. activation factor at 10 µM. 330,000 tested, 0.16% active;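 active means activation factor of the enzyme at least 2-fold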; further: the source names both 10 and 20 µM as test concentration; values of inactives mirror those of a sister screen read the other way
# Target sequence (P09923 whole entry, looked up): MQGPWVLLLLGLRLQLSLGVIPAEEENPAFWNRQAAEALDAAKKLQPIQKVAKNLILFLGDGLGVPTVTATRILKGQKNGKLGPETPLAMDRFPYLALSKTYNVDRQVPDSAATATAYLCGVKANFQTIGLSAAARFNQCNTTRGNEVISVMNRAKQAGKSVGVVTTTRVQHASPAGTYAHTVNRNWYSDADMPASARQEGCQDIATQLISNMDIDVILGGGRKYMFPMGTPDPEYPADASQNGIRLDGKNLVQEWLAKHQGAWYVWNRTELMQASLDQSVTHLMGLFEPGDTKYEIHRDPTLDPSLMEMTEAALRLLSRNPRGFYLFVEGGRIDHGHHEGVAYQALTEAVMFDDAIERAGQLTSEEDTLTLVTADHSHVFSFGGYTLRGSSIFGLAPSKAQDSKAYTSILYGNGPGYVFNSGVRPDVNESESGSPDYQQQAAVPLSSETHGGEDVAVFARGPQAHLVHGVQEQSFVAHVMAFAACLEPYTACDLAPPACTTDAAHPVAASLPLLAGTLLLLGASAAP
# PfGluPho inh = PfG6PD (Plasmodium falciparum) enzyme inhibition; PfGluPho enzyme, NADPH resazurin-diaphorase fluorescence; inhibition, % at 20 µM; 350,000 tested, 0.78% active;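 active means inhibition reaching at least a set limit at 20 µM in the primary screen, cut at about 59% in these data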;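 further: 0% = DMSO wells with substrate and 100% = DMSO wells lacking glucose-6-phosphate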
# MPTP block = blocks calcium-induced mitochondrial swelling; 360,000 tested, 1.4% active; isolated mouse mitochondria, Ca2+ swelling absorbance, 30 min; inhibition, % at 10 µM; AID 602449;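 active means inhibition of 50% or more, scaled per plate between neutral and stimulator controls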;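 further: 0% = DMSO wells given calcium and 100% = 1 mM EGTA wells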
# SENP6 block = blocks the human protease SENP6; inhibition, % at 10 µM; AID 2599; Q9GZR1; Recombinant SENP6 catalytic domain, aminoluciferin luminescence; 330,000 tested, 1.8% active;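 active means inhibition above about 50% at the single tested dose, limit read from the data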;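 further: plate controls were DMSO wells with enzyme for no effect and DMSO wells lacking enzyme for full effect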
# ATG4B inh = inhibitors of human ATG4B cysteine protease; Q9Y4P1; 340,000 tested, 0.51% active; AID 504462; inhibition, % at 8.33 µM; ATG4B cleavage of LC3-PLA2, NBD-HPC fluorescence, 1 h; in the data active means inhibition above about 40%
# Target sequence (Q9Y4P1 whole entry, looked up): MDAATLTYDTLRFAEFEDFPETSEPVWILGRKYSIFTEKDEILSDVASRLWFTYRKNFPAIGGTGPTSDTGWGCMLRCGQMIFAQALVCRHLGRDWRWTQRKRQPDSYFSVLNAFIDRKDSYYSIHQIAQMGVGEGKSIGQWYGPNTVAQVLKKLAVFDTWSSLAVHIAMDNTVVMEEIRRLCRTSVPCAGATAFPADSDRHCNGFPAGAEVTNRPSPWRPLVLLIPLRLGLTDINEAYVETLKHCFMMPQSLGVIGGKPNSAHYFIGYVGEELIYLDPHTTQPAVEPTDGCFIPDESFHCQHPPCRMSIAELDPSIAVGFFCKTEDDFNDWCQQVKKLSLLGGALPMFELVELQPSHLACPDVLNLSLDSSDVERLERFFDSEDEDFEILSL
# NR3A LBD binder = modulators (binders) of human NR3A ligand-binding domain. NR3A LBD differential scanning fluorimetry, Tm shift; 0% = protein alone, 100% = glycine-bound protein. Tm shift relative to glycine control, % at 25 µM. 340,000 tested, 2.5% active. AID 1259313;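 active means melting temperature shift of at least 10% of the positive control shift, at one fixed dose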
# SENP8 block = inhibitors of human SENP8 protease; AID 602440; inhibition, % at 20 µM; recombinant SENP8, Nedd8 substrate fluorescence; Q96LD8; 360,000 tested, 0.64% active; in the data active means inhibition mostly above about 40%, no sharp cut-off; inactive means mostly below about 27%
# An asterisk follows results filed as active; / = no result given.
cpd	structure	SENP1 FRET inh	hIAP act	PfGluPho inh	MPTP block	SENP6 block	ATG4B inh	NR3A LBD binder	SENP8 block
1	COc1ccc(Nc2nc(NCc3ccco3)nc(N3CCOCC3)n2)cc1	2	0.94	10	1.0	-24	9	0	22
2	CCCCOc1ccc([N+](=O)[O-])cc1C(=O)O	2	1	-7	0.3	-14	4	0	12
3	CCN1CCN(S(=O)(=O)c2cc(C)c(OC)cc2C)CC1	1	0.97	-11	-0.7	11	8	0	17
4	COC(=O)N/N=C/c1cc(Cl)cc(Cl)c1OCc1ccccc1F	1	0.93	2	-0.1	17	-13	-1	26
5	CC(C)C(=O)Nc1ccc(-c2nnc(-c3ccccc3)o2)cc1	1	0.89	12	0.5	61*	-5	-6	-311
6	CCOC(=O)c1cccc(C2=CC(=O)CC(C)(C)C2)c1	2	0.99	-5	-1.5	-10	-9	2	33
7	COc1cccc(OCc2cc(C(=O)N(C)CCC3CCCCO3)no2)c1 (configuration not stated)	-1	1.1	5	-0.2	-8	-3	-2	12
8	CCOc1ccc(C(=O)N2CCN(CCc3ccccc3)CC2)cc1OCC	-3	1	-9	0.7	17	-6	-2	14
9	O=C(Nc1cccc(S(=O)(=O)N2CCCC2)c1)c1cccnc1	-19	0.8	5	0.9	2	-1	1	-30
10	Cc1nn(-c2ccc(C(=O)Nc3nnc(C4CC4)s3)cc2)c(C)c1Cl	-6	0.83	0	-3.9	-12	2	7	-51
11	O=C(/C=C/c1cccs1)N1CCCC1	-2	1.1	2	-0.9	2	-7	2	5
12	O=C(OCC(=O)N1CCCC1)c1ccccc1O	0	0.92	-16	-2.1	-3	5	1	0

# New compounds follow
cpd	structure	SENP1 FRET inh	hIAP act	PfGluPho inh	MPTP block	SENP6 block	ATG4B inh	NR3A LBD binder	SENP8 block
13	CCOC(=O)CN(C(=O)c1snc(C(N)=O)c1N)C(C(=O)NC1CCCCC1)c1ccc(F)cc1 (configuration not stated)	-1	1.3	-24	1.7	2	1	1	-442
14	CC(CN1CCOCC1)OC(=O)c1cccc(Cl)c1 (configuration not stated)	2	0.88	-4	0.4	-20	4	2	12
15	Cc1ccc2c(c1)cc(CN(Cc1cccnc1)C(=O)NCc1ccccc1)c1nnnn12	1	1.2	-9	-0.3	-10	-16	1	0
16	Cc1cc(N2C(=O)[C@@H]3[C@H](C2=O)[C@@H]2C[C@H]3C(Br)C2Br)no1 (some centres not stated)	2	1	-26	-2.2	-7	0	2	26
17	O=C(NCC(=O)N(c1cccnc1)C(C(=O)NC1CCCC1)c1ccco1)c1cccs1 (configuration not stated)	3	1.2	-15	-0.2	1	-2	1	8
18	CC(C)Sc1n[nH]c(=O)n1-c1cccc(C(F)(F)F)c1	-2	1	0	1.8	-7	-4	4	-1
19	O=C(COC(=O)/C=C/c1ccc(C(F)(F)F)cc1)NC(=O)NCc1ccco1	-1	0.94	12	10	-25	-6	1	13
20	COc1ccc(C(=O)OCC(=O)NC(Cc2ccccc2)C(C)=O)cc1S(=O)(=O)N1CCCC1 (configuration not stated)	-2	1.2	-11	-0.8	-6	-2	3	-3
21	CCCCNC(=O)OCCNC(=O)Oc1cccc(C)c1	-1	1.2	1	-17	6	-1	-1	12
22	CCc1ccc(Nc2nnc(SCn3nnc4ccccc4c3=O)s2)cc1	2	0.92	-1	-0.1	-13	5	-1	12
23	CCN1CCCC(OC(=O)c2cc(-c3ccccc3Cl)nc3ccccc23)C1 (configuration not stated)	2	0.85	14	-0.3	-13	14	-1	5
24	Cc1ccc(Cl)cc1NC(=S)NN	1	0.94	9	1.9	-10	-12	0	20

# (list continues)
cpd	structure	SENP1 FRET inh	hIAP act	PfGluPho inh	MPTP block	SENP6 block	ATG4B inh	NR3A LBD binder	SENP8 block
25	CCCc1nc(Cl)c(C#N)c2c1CCCC2	2	0.81	-31	0.9	-1	8	-5	30
26	Cc1ccc(C(C[N+](=O)[O-])c2c(C)[nH]n(-c3ccccc3)c2=O)cc1 (configuration not stated)	-5	0.87	-4	1.5	54*	10	6	61*
27	COc1cccc(-c2nc(CS(=O)(=O)CC(=O)NCc3ccccc3OC)c(C)o2)c1	-2	0.92	7	-1.7	6	1	-3	9
28	CCc1cc2c(=O)oc(-c3ccccc3F)nc2s1	-2	0.94	14	-1.4	-2	23	2	-378
29	CCN(CC)CC(O)c1cccn1-c1ccc(CNC(=O)NC(C)C)cc1 (configuration not stated)	-1	0.93	9	1.1	8	-10	0	3
30	Cc1cccc(/N=C/c2sc3ccccc3c2O)n1	-38	1	17	12	80*	-1	0	-359
31	Cc1cccc(NC(=S)NNC(=O)COc2ccc(Cl)cc2Cl)c1	1	1.6	19	55*	8	34	2	28
32	Cn1ncc(C#N)c1/N=C/N(Cc1ccccc1)Cc1ccccc1	1	0.97	-35	1.2	-11	6	2	28
33	CCCCCOc1ccc(Cl)cc1CN1CCOCC1	2	0.93	-1	-3.4	-10	3	0	24
34	O=C(O)c1nn(-c2ccccc2)nc1-c1nn(-c2ccccc2)nc1C(=O)O	3	0.82	5	-3.1	-4	2	-2	9
35	COc1ccc([N+](=O)[O-])cc1NC(=O)Cc1noc2ccccc12	2	1	-6	3.6	-5	2	2	1
36	Cc1cccc(CCNC(=O)CC2C(=O)NCCN2CC2CCCCC2)n1 (configuration not stated)	-4	0.95	-2	-0.5	14	-12	0	-43

# Excerpt, compounds 25 to 27
cpd	structure	SENP1 FRET inh	hIAP act	PfGluPho inh	MPTP block	SENP6 block	ATG4B inh	NR3A LBD binder	SENP8 block
25	CCCc1nc(Cl)c(C#N)c2c1CCCC2	2	0.81	-31	0.9	-1	8	-5	30
26	Cc1ccc(C(C[N+](=O)[O-])c2c(C)[nH]n(-c3ccccc3)c2=O)cc1 (configuration not stated)	-5	0.87	-4	1.5	54*	10	6	61*
27	COc1cccc(-c2nc(CS(=O)(=O)CC(=O)NCc3ccccc3OC)c(C)o2)c1	-2	0.92	7	-1.7	6	1	-3	9

# A second format for five compounds above.
# Values in the order – SENP1 FRET inh | hIAP act | PfGluPho inh | MPTP block | SENP6 block | ATG4B inh | NR3A LBD binder | SENP8 block
(23) CCN1CCCC(OC(=O)c2cc(-c3ccccc3Cl)nc3ccccc23)C1 (configuration not stated)
    2 | 0.85 | 14 | -0.3 | -13 | 14 | -1 | 5
(24) Cc1ccc(Cl)cc1NC(=S)NN
    1 | 0.94 | 9 | 1.9 | -10 | -12 | 0 | 20
(25) CCCc1nc(Cl)c(C#N)c2c1CCCC2
    2 | 0.81 | -31 | 0.9 | -1 | 8 | -5 | 30
(26) Cc1ccc(C(C[N+](=O)[O-])c2c(C)[nH]n(-c3ccccc3)c2=O)cc1 (configuration not stated)
    -5 | 0.87 | -4 | 1.5 | 54* | 10 | 6 | 61*
(27) COc1cccc(-c2nc(CS(=O)(=O)CC(=O)NCc3ccccc3OC)c(C)o2)c1
    -2 | 0.92 | 7 | -1.7 | 6 | 1 | -3 | 9

# Additional entries follow:
cpd	structure	SENP1 FRET inh	hIAP act	PfGluPho inh	MPTP block	SENP6 block	ATG4B inh	NR3A LBD binder	SENP8 block
37	N#Cc1cnn(-c2ccccc2)c1NC(=O)CN1CCOCC1	-1	0.94	-18	-0.5	-7	4	-3	12
38	Cc1ccc(-n2ncc(C(=O)Nc3ccc(Cl)cc3)c2C2CCNCC2)cc1C	-2	1.2	14	1.5	-13	0	-1	16
39	CCOC(=O)c1cc2c(N)c(C(=O)c3cc(C#N)c(SC)nc3C)sc2nc1C	-27	0.82	-1	44	8	4	10	-45
40	CCOC(=O)c1cccc(NC(=O)CCc2nnc3ccc(N4CCN(C)CC4)nn23)c1	1	1.1	3	-0.1	1	-3	-3	-20
41	Cc1ccc(NC(=O)CCCc2ccccc2)nc1	0	1	-1	-5.2	-10	-3	0	1
42	O=C(COC(=O)c1ccc(O)cc1O)c1ccc(Cl)cc1	1	0.97	2	-0.3	14	2	-2	-14
43	COc1cc2c(cc1NC(=O)C(C)Sc1ccc(NC(C)=O)cc1)oc1ccccc12 (configuration not stated)	-6	0.98	15	6.9	15	44*	16*	7
44	CCOc1cc(S(=O)(=O)NCCN2CCOCC2)c(C)cc1C	-1	0.99	-12	0.0	-8	9	11*	17
45	CCCCCCNC(=O)CC(c1ccccc1)c1cc(Br)ccc1O (configuration not stated)	1	1.2	17	4.1	-9	41*	12*	9
46	Cc1ccc2c(c1)NC(=O)C(CC(=O)NCCN(CC(C)C)CC(C)C)O2 (configuration not stated)	2	1.1	-5	-2.2	3	1	0	6
47	C=CCNC(=O)/C(C#N)=C/c1c(N2CCN(c3ccc(OC)cc3)CC2)nc2c(C)cccn2c1=O	-57	0.99	9	-1.5	21	19	0	-270
48	CC(C)c1ccc(C(=O)N/N=C/c2cccc(Cl)c2Cl)cc1	0	1.1	-2	38	-2	5	1	23

# Further results follow.
cpd	structure	SENP1 FRET inh	hIAP act	PfGluPho inh	MPTP block	SENP6 block	ATG4B inh	NR3A LBD binder	SENP8 block
49	O=C(Cc1cccc2ccccc12)N1CCCc2ccccc21	-1	1.1	5	1.5	-2	-7	3	4
50	O=C(O)CCC(=O)N1CCN(c2nc(-c3ccccc3)c3ccccc3n2)CC1	-28	1.2	-10	0.4	-10	5	2	-304
51	Cn1c(=O)n(C)c2cc(N3CCOCC3)c(NC(=O)c3ccc(F)cc3)cc21	0	0.98	-7	0.9	-1	1	-3	14
52	Cc1ccc(-c2nc3c4ccccc4ccn3c2Cc2ccccc2)cc1	-44	/	50	0.2	/	/	/	-338
53	O=C(CN1CCN(S(=O)(=O)c2ccc(F)cc2)CC1)Nc1ccnn1C1CCCC1	-3	1.2	1	-0.7	-5	-9	2	-6
54	O=C(O)/C=C/C(=O)Nc1ccccc1C(=O)Nc1ccccc1	0	1.1	-7	-1.3	13	-10	-1	-160
55	CC1(C)CC(=O)C=C(c2ccc(COC(=O)c3cccc(C(F)(F)F)c3)cc2)C1=O	2	/	22	-0.3	/	/	/	8
56	CCN1CCCC1CNC(=S)Nc1ccc(C(C)=O)cc1 (configuration not stated)	-3	0.93	2	-1.3	-14	-9	-4	-3
57	Cc1ccnc2nc(C(=O)OCC(=O)N3CCc4ccccc43)nn12	-3	1	-13	-1.2	-7	-3	-2	8

# Compound activity deposited in PubChem by Sanford-Burnham Center for Chemical Genomics.
